Assay outcomes (PubChem BioAssay)
RXFP1 antagonist = blocks the human relaxin receptor RXFP1; AID 1259400; Q9HBX9; hit rate 0.59% among 350,000; HEK293-RXFP1, relaxin-stimulated cAMP HTRF, 30 min; active compounds read low; activity change, negative = inhibition, % at 57.5 µM;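 active means activity change of -60% or lower, but not beyond a set lower limit; inconclusive means change between -60% and -40%, or beyond the set limit; inactive means change above -40%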; further: on the % scale 0 is the no-effect control and ±100 the full control effect
POLK inh = inhibitors of human DNA polymerase kappa; Potency, µM (highest dose often 107 µM), for inactives: at the top dose activity, negative = inhibition, actives largely listed as inhibitors; Q9UBT6; hit rate 0.53% among 400,000; purified Pol kappa, fluorescent DNA synthesis assay, 10 min; AID 588579; further: potency means the concentration at half of the fitted maximal effect; on the % scale 0 is the no-effect control and ±100 the full control effect
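Kinetic fluorescence readout at 0 and 10 min followed reaction start with substrate at 50 nM final. Beforehand, enzyme (10 nM Pol kappa) stood 15 min with compound at room temperature; buffer-only wells were negative controls.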
BLM helicase inh = inhibitors of human Bloom syndrome helicase BLM | recombinant BLM DNA unwinding, fluorescence dequenching | Potency, µM (titrated, usually from 56.1 µM), for inactives: at the highest dose activity change, negative = inhibition, actives largely listed as inhibitors | hit rate 0.2% among 350,000 | AID 2528;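 further: potency means the concentration at half of the fitted maximal effect; plate controls were vehicle for no effect and no enzyme for full effect; nearly all actives have a fitted effect of over 35% in size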
POLB inh = inhibitors of human DNA polymerase beta; P06746; hit rate 1.3% among 340,000; Potency, µM (highest dose often 114 µM), without a hit: at the highest dose activity change, negative = inhibition, most hits filed as inhibitors; Pol beta primer extension/strand displacement, fluorescence kinetic; further: potency means the concentration at half of the fitted maximal effect; on the % scale 0 is the no-effect control and ±100 the full control effect
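Homogeneous kinetic assay of primer extension and strand displacement by 10 nM Pol beta, preincubated 15 min at room temperature with compound before 50 nM substrate (final) was added. Read at 0 and 10 min; four-parameter Hill fit.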
APE1 inh = APE1 (human) endonuclease inhibition. P27695. recombinant APE1, TAMRA/BHQ-2 abasic DNA cleavage fluorescence. Potency, µM (titrated, usually from 65.8 µM), inactives show top-dose activity change, negative = inhibition, most hits filed as inhibitors. hit rate 0.35% among 350,000;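 further: potency means the concentration at half of the fitted maximal effect; plate controls were vehicle for no effect and reference inhibitor for full effect; nearly all actives have a fitted effect of over 55% in size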
Target sequence (P27695 whole entry, looked up): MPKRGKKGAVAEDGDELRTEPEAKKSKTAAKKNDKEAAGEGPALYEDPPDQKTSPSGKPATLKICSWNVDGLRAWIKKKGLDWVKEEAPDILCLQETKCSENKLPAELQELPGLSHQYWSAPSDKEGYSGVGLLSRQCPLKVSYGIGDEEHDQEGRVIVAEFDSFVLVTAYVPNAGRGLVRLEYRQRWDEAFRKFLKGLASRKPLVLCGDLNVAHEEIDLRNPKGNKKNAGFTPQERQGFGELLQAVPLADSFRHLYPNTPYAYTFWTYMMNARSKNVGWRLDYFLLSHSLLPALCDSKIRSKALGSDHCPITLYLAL
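Quantitative HTS: incision of a TAMRA/BHQ-2 double-stranded substrate bearing a tetrahydrofuran abasic site by 0.75 nM APE1 raises fluorescence. Substrate 50 nM final, added after 15 min compound preincubation at room temperature; progress as third-minus-first kinetic read difference.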
Pol eta inh = blocks human DNA polymerase eta activity; Q9Y253; recombinant Pol eta, fluorescent DNA replication assay; Potency, µM (titrated, usually from 114 µM), inactives show top-dose activity change, negative = inhibition, most hits filed as inhibitors; hit rate 1.2% among 390,000; AID 588591; further: potency means the concentration at half of the fitted maximal effect; on the % scale 0 is the no-effect control and ±100 the full control effect
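Fluorescent replication assay: 50 nM final substrate added after a 15 min room-temperature compound preincubation with 10 nM enzyme. Signal taken at 0 min and again at 10 min.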
Tb PGK inh = blocks T. brucei phosphoglycerate kinase. P07378. PGK/GAPDH coupled, Kinase-Glo luminescence, 60 min. Potency, µM (series often up to 57.5 µM), for inactives: top-dose activity change, negative = inhibition, hits mostly inhibitors. hit rate 0.043% among 380,000. AID 602233; further: potency means the concentration at half of the fitted maximal effect; on the % scale 0 is the no-effect control and ±100 the full control effect; nearly all actives have a fitted effect of over 60% in size
Target sequence (P07378 whole entry, looked up): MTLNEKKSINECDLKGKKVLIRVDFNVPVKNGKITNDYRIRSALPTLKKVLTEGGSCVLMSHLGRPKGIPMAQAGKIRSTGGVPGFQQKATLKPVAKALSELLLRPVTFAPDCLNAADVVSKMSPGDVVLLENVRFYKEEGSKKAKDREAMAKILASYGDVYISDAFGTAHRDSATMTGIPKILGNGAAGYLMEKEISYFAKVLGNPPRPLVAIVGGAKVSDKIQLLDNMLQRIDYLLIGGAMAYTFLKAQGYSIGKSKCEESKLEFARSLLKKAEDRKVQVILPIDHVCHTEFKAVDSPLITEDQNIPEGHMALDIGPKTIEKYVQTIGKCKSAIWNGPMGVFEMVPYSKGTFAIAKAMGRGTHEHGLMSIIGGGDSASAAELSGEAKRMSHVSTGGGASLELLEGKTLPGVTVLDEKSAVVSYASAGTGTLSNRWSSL
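Recombinant glycosomal PGK reaction used 1,3-bisphosphoglycerate generated in-well by GAPDH (100nM final) in 100mM TEA pH 7.6, 5mM MgCl2, 0.01% Tween-20. After 60 minutes at room temperature, ATP was read by Kinase-Glo Plus luminescence end-point.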
Anesthetic bind = binds horse apoferritin like a general anesthetic; P02791; apoferritin/1-aminoanthracene competitive binding, fluorescence; Potency, µM (series often up to 77.5 µM), inactives show at the highest dose activity change, negative = displacement, usual class: inhibitors; hit rate 0.074% among 350,000; further: potency means the concentration at half of the fitted maximal effect; on the % scale 0 is the no-effect control and ±100 the full control effect; nearly all actives have a fitted effect of over 20% in size
Target sequence (P02791 2-175 limits assumed): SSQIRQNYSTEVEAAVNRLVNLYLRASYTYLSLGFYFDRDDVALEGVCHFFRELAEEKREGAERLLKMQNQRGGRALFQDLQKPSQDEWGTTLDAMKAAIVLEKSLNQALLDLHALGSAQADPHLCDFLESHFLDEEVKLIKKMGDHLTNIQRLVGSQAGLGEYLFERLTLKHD
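Probe: 1-aminoanthracene (50% saturated, PBS). Protein: horse-spleen apoferritin, 10 uM. Incubation: 10 min, room temperature. Detection: 380 nm excitation, 535 nm emission. Analysis: normalized response, four-parameter Hill.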
POLI inh = inhibitors of human DNA polymerase iota; Q9UNA4; Pol iota fluorescent replication assay, 10 min; Potency, µM (highest dose often 115 µM), for inactives: at the highest dose activity, negative = inhibition, most hits filed as inhibitors; hit rate 1% among 390,000; AID 588590; further: potency means the concentration at half of the fitted maximal effect
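Pol iota at 10 nM preincubated 15 min with compounds at room temperature; reaction started with fluorescent substrate, 50 nM final. Fluorescence read kinetically at 0 and 10 min; buffer-only wells as negative control.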
The depositor's hits bear a star; i = inactive; ? = inconclusive; / = no result given; & = joins results of further samples; [ ] = dose if it differs, or a comment. Unless noted, the call rests on the fitted dose curve; in most records, active means well fitted curve in the direction sought with a large enough effect; inconclusive means small, poorly fitted or top-dose-only effect, or another doubt; inactive means no such curve, though single readings can be large; an effect the other way counts as inactive or inconclusive.

Screens in order: RXFP1 antagonist, POLK inh, BLM helicase inh, POLB inh, APE1 inh, Pol eta inh, Tb PGK inh, Anesthetic bind, POLI inh
(1) CCOc1cccc(CN2CCCC(CCC(=O)NCc3ccccc3F)C2)c1O (stereo not given)
  -2, -10%, 3%, -1%, 2%, -2%, -2%, -9%, 90%[activator]
(2) O=C(NCc1cccnc1)NC1(C(F)(F)F)Oc2ccccc2O1
  -3, 0%, 1%, 10%, -1%, -8%, -5%, -12%, -13%
(3) CN(CCC1CCOCC1)C(=O)CC1C(=O)NCCN1C/C=C/c1ccccc1 (stereo not given)
  -12, 2%, -3%, 0%, 0%, -7%, 2%, -6%, 31%[activator]
(4) CCOCN(C(=O)Cn1c(C)nc2ccccc21)c1c(C)cccc1CC
  -10, 6%, 2%, ?, /, -10%, -3%, -9%, 32%[activator]
(5) Cc1ccc2c(c1)S/C(=C/c1ccc[n+](C)c1)N2CCO
  -5, -14%, 48%[activator], ?, 0%, -10%, 5%, -15%, -12%
(6) CSc1nc(N)c2c3c(sc2n1)CN(C)CC3
  4, 1%, -6%, 28%, -10%, -21%, -3%, 0%, -1%
(7) Cc1cccc(OCC(=O)N2CCC(N3CCOCC3)CC2)c1
  -10, -2%, -3%, -27%, 1%, -9%, -6%, -9%, -1%
(8) O=C(O)c1cccc2c(/C=N/Nc3ccccn3)c[nH]c12
  0, 6%, -2%, -19%, -3%, -17%, -21%, 5%, 35%[activator]
(9) Cc1cc(N2C(=O)Cc3ccccc3C2=O)ccc1C(C)C
  -9, -17%, -11%, -2%, -17%, 4%, -2%, -6%, 191%[activator]
(10) CCOC(=O)C1=C(C)NC(=O)NC1C (stereo not given)
  -1, -6%, 2%, 23%, -1%, -4%, /, 4%, 26%
(11) O=C(Nc1nc2c(s1)CCCC2)c1cc(-c2ccc3c(c2)OCO3)nc2ccccc12
  /, /, -6%, ?, 8%, /, /, -4%, /
(12) CCCCn1cc(S(=O)(=O)c2ccc(OC)cc2)c(=O)c2cc(F)c(N3CCOCC3)cc21
  -38, -6%, 1%, -7%, /, -10%, i, -18%, 12%
(13) CC12CCC(=O)N1c1c(sc3nc(N4CCOCC4)c4c(c13)CCCC4)C(=O)N2 (stereo not given)
  -8, -4%, -5%, 1%, -8%, -5%, -4%, 46%[activator], 18%
(14) CCN(CC)CCC(=O)NN
  -6, -5%, -1%, 0%, 22%, -11%, 10%, -1%, 18%
(15) Cc1ccc(Oc2nc3c(C)cccn3c(=O)c2/C=C(\C#N)C(N)=O)cc1
  -6, 2%, -2%, 12%, -2%, -2%, 5%, -9%, 166%[activator]
(16) O=C(Nc1cccc(-c2nc3ccccc3[nH]2)c1)c1cccc(NC(=O)c2ccco2)c1
  -7, ?, -18%, 13µM*, ?, 50µM*, i, 1%, ?
(17) Cc1c(Cc2ccccc2)c(=O)oc2cc(OCC(=O)NCC3CCC(C(=O)O)CC3)ccc12 (stereo not given)
  /, 26%, 0%, 2%, 4%, -4%, i, -6%, 39%[activator]
(18) COc1ccc(NS(=O)(=O)c2cc(NC(=O)c3ccc(C)o3)ccc2N2CCCCC2)cc1
  -6, -7%, -1%, -11%, -3%, -9%, -6%, -6%, 0%
(19) CCOC(=O)CC(NC(=O)c1cc2cc(Br)cc(OC)c2oc1=O)c1ccc(OC)cc1 (stereo not given)
  /, -9%, -4%, 35%[activator], /, 2%, 4%, 6%, -7%
(20) Cc1cccc(OCC(=O)NC(=S)N2CCCc3ccccc32)c1
  2, 1%, -5%, 5%, 0%, -2%, -2%, ?, 36%[activator]
(21) COCCn1cc(C(=O)N2CCN(C)CC2)c2c3ccccc3n(C)c2c1=O
  2, -3%, 1%, 13%, -10%, -12%, -2%, -8%, 15%
(22) CC(C)(C)NC(=O)/C(=C\c1ccccc1F)NC(=O)c1ccc([N+](=O)[O-])cc1
  -9, 9%, -7%, 7%, 8%, 4%, -9%, 0%, 19%
(23) CCCCCOC(=O)C1=C(C)NC(=O)NC1c1ccc2c(c1)OCO2 (stereo not given)
  -6, -1%, -6%, 0%, 13%, -6%, -8%, ?, 181%[activator]
(24) O=C(NC(=S)Nc1ccc2c(c1)OCCO2)c1ccc(F)cc1Cl
  -3, -20%, -11%, 2%, -6%, -8%, i, -5%, -4%
(25) O=S(=O)(c1ccc(F)cc1)N1CCN(CC(O)COCc2cccs2)CC1 (stereo not given)
  5, -21%, 0%, 16%, -8%, 2%, -2%, -12%, 12%
(26) CC1(C)CC(=O)C2=C(C1)OC(N)=C(C#N)C21C(=O)N2CCCc3cccc1c32 (stereo not given)
  -9, -2%, 1%, 0%, -1%, -7%, 0%, 11%, -6%[58.9 µM]
(27) CC(C)c1ccc(-c2c(C#N)c(N)nc3c2CCCCC3)cc1
  -18, 8%, -3%, 7%, 6%, -11%, -1%, -13%, -6%
(28) Cc1cc(-c2cn3ccccc3n2)c(C)n1-c1ccccc1
  -6, -18%, 1%, -21%, 12%, -12%, -3%, -4%, 23%
(29) Cn1cnc(S(=O)(=O)N2CCC(C(=O)NCc3ccccc3Cl)CC2)c1
  -4, -1%[60.1 µM], 1%, 0%, /, -17%, -9%, -6%, 33%[activator]
(30) O=c1c2ccccc2ncn1-c1ccc(Cl)cc1
  -15&7, 5%&2%, 0%&-1%, 56%&5%, ?, -17%&-3%, -3%, 3%&-10%, 175%&9%[activator]

(further entries)
Screens in order: RXFP1 antagonist, POLK inh, BLM helicase inh, POLB inh, APE1 inh, Pol eta inh, Tb PGK inh, Anesthetic bind, POLI inh
(31) CC(O)C(NS(=O)(=O)c1ccc(Cl)cc1)C(=O)OCC(=O)N1CCN(c2ccccc2)CC1 (stereo not given)
  -5, -2%, 3%, -14%, -1%, -18%, i, 4%, -12%
(32) Cc1ccc(-c2nc(N)n(C(=O)c3ccco3)n2)cc1
  -13, 3%, 3%, -3%, 1%, -3%, i, -7%, 177%[activator]
(33) CCN(CC)S(=O)(=O)c1cc(NC(=O)Cc2n[nH]c(=O)c3ccccc23)ccc1C
  11, -13%, -2%, 85%, 6%, -28%, 0%, -15%, 26%
(34) Cc1cc(C)c2c(N)c(C(=O)N/N=C/c3cccs3)sc2n1
  -21, 6%, -2%, 4%, 15%, -18%, i, 54%[activator], 20%
(35) Cc1cccc(NC(=O)NCc2ccc3c(c2)OCO3)c1C
  -18, -5%, 2%, 47%, -4%, -5%, 2%, 2%, 41%[activator]
(36) Cc1cc(C)n2ncc(/C(N)=N/OC(=O)Nc3ccc(Cl)cc3)c2n1
  0, 2%, -1%, 7%, 2%, -11%, -5%, 8%, 3%
(37) CCCCCCCCCCOC(=O)Cn1c(COc2ccccc2)[n+](C)c2ccccc21
  -5, -5%, 57%[activator], 42%, 17%, -8%, -6%, -19%, ?
(38) Cc1cccc(NC(=O)Nc2cccc(F)c2)n1
  -9, -11%, -1%, 1%, 0%, -9%, -3%, -14%, 1%
(39) CCCCc1nnc(NC(=O)CC(=O)Nc2ccccc2C(=O)O)s1
  -1, -23%, 3%, 13%, -3%, -7%, 0%, -5%, -2%
(40) CC(C)(C)OC(=O)CNC(=O)c1[nH]cnc1C(=O)Nc1ccc(CNC(=O)OC(C)(C)C)cc1
  /, -9%, -14%, -8%, -2%, -10%, -1%, -6%, 2%
(41) CN(C)S(=O)(=O)c1ccc(C(=O)NN2C(=O)NC3(CCCCC3)C2=O)cc1
  -10, -11%, /, /, 1%, -21%, 1%, /, 22%
(42) Cc1ccc(C)c(NC(=O)Cn2nnc(C(=O)NCc3ccccc3Cl)c2N)c1
  2, -11%[60.1 µM], -4%, 35µM*, /, -16%, i, 4%, ?
(43) O=C(CCn1c(=O)oc2ccc(Cl)cc21)NCCCN1CCOCC1
  3, 9%, 3%, 38%, 80%[activator], -9%, i, -5%, 32%[activator]
(44) C=C[C@]1(C)C[C@@H](OC(=O)CSCCN(CC)CC)[C@]2(C)C(C)CC[C@]3(CCC(=O)[C@H]32)[C@@H](C)[C@@H]1O (stereo not given in full)
  /, -14%, -15%, /, 30%&0%, -22%&-4%, 6%&-3%, /, 8%&-8%
(45) CC(C)CN(CC(C)C)C(=S)NC1CCCCC1
  -17, -10%, -2%, 44%, 11%, -17%, -9%, -13%, -16%
(46) COc1ccc(C(=O)NNC(=O)CSc2ccccc2)cc1
  -9, -3%, -3%, 9%, 11%, -4%, 5%, -9%, 121%[activator]
(47) COc1ccc(OCC(=O)Nc2nnc(-c3ccco3)s2)cc1
  -11, -33%, -25%, 18µM*, ?, 56µM*, -9%, -5%, ?
(48) Cc1ccc(CSc2nc3ncccc3[nH]2)cc1
  -8, 5%, -4%, -3%, 3%, -8%, 1%, -16%, 10%
(49) Cc1ccc(NC(=O)CSc2nc(CSc3ccc(C)cc3)cc(=O)[nH]2)cc1
  -1, -1%, -5%, 0%, 0%, -3%, -5%, ?, -5%
(50) NC(=O)NC(CC(=O)NCc1ccc2c(c1)OCO2)c1ccccc1Cl (stereo not given)
  -3, -13%, -4%, -89%, 20%, 1%, 1%, -1%, 20%
(51) O=C(N/N=C/c1cccnc1)C12CC3CC(CC(C3)C1)C2
  -20, -19%, -2%, 3%, -3%, 0%, i, -15%, 19%
(52) COC(=O)c1c(NC(=O)CCCOc2ccc(C)cc2)sc2c1CCCC2
  /, 2%, -3%, 2%, /, -5%, -2%, -8%, 19%
(53) O=C(NC(CO)(CO)CO)c1coc(=O)c(Br)c1
  8, -7%, -9%, 39%, 0%, -9%, 6%, -11%, 4%
(54) O=C(Nc1ccccc1)NC1CC2CCC(C1)N2Cc1nnnn1Cc1ccc2c(c1)OCO2 (stereo not given)
  -7, 1%, -4%, 21%, -4%, -11%, 0%, 6%, -10%

Three entries from above, sorted by their value in POLI inh, ascending:
cpd	SMILES	POLI inh
19	CCOC(=O)CC(NC(=O)c1cc2cc(Br)cc(OC)c2oc1=O)c1ccc(OC)cc1 (stereo not given)	-7%
25	O=S(=O)(c1ccc(F)cc1)N1CCN(CC(O)COCc2cccs2)CC1 (stereo not given)	12%
41	CN(C)S(=O)(=O)c1ccc(C(=O)NN2C(=O)NC3(CCCCC3)C2=O)cc1	22%

A portion of the library. The share of hits here may be higher or lower than overall.
